Screening results from PubChem BioAssay.
FID counter: compounds displacing fluorescent DNA intercalator, primary screen, artefact control for HCV NS3 helicase inhibitor project, biochemical, FID fluorescence; inhibition, % at 7.9 µM; 290,000 compounds, 0.17% hits; DNA fluorescent intercalator displacement; in the data active means inhibition above about 37%;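 further: 0% = vehicle and 100% = reference compound; higher means more ethidium bromide displaced from hairpin DNA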
IDE cell activ: human IDE activators in live cells, primary screen, fluorescence polarization, HEK cells, FAbeta-B substrate. FAbeta-B cleavage; 0% vehicle, 100% cell-free pure enzyme wells. activation, % at 5.96 µM. 340,000 compounds, 0.073% hits. Insulin-degrading enzyme (Homo sapiens), P14735;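 active means activation above the mean of all tested compounds plus 3 SD, set per screening campaign, cut at about 17% in these data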
IDE cell inh: human IDE inhibitors in live cells, primary screen, fluorescence polarization, HEK cells, FAbetaB substrate; Insulin-degrading enzyme (Homo sapiens), P14735; FAbetaB cleavage; inhibition, % at 5.59 µM; 320,000 compounds, 0.41% hits;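 active means percent inhibition above the average of all tested compounds plus 3 SD, set per screening campaign, cut at about 16% in these data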;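 further: IDE supplied by intact live HEK cells; FP after avidin binding of uncleaved biotin substrate so inhibition keeps polarization high; 0% = DMSO wells and 100% = 60 µM reference IDE inhibitor Ii1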
p-CIP stab down: p/CIP-EGFP fusion destabilizers, primary screen, fluorescence, F442A cells. 16 h. Q05BA5. AID 1984, 2009. 290,000 compounds, 0.01% hits. decrease of EGFP signal, % at 10 µM;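 active means EGFP signal decrease of at least 30% at 10 µM or well 3 SD below plate mean, unless failing retest; inactive means the rest, including hits failing retest or dose response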; further: some compounds called inactive have numbers as strong as hits; many of its hits are not listed in these tables
Target sequence (Q05BA5 1-1403): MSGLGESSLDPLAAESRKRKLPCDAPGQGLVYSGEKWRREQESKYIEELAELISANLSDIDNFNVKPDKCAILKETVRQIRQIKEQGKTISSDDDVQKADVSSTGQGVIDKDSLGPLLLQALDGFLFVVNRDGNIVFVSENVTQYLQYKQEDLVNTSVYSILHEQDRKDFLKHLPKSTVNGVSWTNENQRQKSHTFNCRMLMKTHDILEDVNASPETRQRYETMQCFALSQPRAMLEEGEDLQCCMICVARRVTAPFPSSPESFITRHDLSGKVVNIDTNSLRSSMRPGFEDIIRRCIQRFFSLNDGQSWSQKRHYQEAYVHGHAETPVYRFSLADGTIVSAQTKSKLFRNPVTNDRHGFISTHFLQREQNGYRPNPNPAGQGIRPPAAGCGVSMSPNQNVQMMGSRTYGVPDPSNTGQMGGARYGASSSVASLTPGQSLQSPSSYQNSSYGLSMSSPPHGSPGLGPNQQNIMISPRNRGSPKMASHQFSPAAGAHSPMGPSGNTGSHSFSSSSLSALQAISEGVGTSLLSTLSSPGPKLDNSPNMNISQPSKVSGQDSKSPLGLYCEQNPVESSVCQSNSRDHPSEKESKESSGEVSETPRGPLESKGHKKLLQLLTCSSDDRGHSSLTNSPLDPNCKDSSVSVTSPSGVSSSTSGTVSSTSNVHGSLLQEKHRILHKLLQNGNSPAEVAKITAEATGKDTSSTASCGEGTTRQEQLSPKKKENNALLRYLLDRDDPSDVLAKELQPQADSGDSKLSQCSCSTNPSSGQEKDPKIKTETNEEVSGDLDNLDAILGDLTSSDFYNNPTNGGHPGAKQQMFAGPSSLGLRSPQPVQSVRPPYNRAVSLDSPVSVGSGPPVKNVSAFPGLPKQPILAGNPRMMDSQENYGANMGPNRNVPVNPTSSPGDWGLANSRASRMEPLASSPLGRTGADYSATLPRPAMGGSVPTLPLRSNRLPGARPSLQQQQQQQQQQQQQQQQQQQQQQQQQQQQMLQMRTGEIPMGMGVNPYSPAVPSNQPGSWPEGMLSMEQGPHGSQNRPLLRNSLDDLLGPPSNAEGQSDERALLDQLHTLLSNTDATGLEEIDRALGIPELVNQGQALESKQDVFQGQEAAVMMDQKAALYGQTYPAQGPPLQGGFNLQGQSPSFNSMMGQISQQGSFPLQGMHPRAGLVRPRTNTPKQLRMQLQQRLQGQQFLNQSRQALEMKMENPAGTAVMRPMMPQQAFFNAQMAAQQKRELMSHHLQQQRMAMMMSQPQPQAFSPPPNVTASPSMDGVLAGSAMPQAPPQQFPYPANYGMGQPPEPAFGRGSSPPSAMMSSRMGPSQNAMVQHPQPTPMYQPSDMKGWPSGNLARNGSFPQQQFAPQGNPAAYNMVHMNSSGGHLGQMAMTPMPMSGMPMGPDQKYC
IMP-1 inhibitor: IMP-1 metallo-beta-lactamase inhibitors, primary screen, biochemical, epi-absorbance readout, Pseudomonas aeruginosa enzyme | metallo-beta-lactamase IMP-1 (Pseudomonas aeruginosa) | purified IMP-1, nitrocefin hydrolysis, epi-absorbance fluorescence | inhibition, % at 5.6 µM | 290,000 compounds, 0.45% hits | AID 1556, 2009;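 active means inhibition above the mean plus 3 SD of all compounds in the same screening run, cut at about 4.5% in these data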;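 further: 0% = IMP-1 with DMSO and 100% = DMSO wells lacking enzyme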
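System: Purified IMP-1 | Read-out basis: Percent enzyme inhibition | Controls: IMP-1 with DMSO as 0%, enzyme-free DMSO as 100% | Replicates: One well per compound | Doses: 5.6 µM nominal single concentration | Detection: Epi-absorbance fluorescence, 480 nm excitation, 530 nm emission | Incubation: 25 °C, 15 min preincubation, 25 min reaction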
HCV NS3 hel inh: inhibitors of HCV NS3 helicase, primary screen, biochemical, Cy5 molecular beacon fluorescence; Hepatitis C virus NS3 helicase; NS3 helicase DNA unwinding; inhibition, % at 10.9 µM; 290,000 compounds, 0.56% hits; AID 1800, 2009;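 active means inhibition above the mean of all tested compounds plus 3 SD, set per campaign, cut at about 35% in these data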;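 further: 0% = DMSO wells and 100% = thioflavine S control wells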
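System: NS3 helicase fragment of HCV / Schedule: 1 h at 25 °C / Control set: DMSO alone as 0% and 110 µM thioflavine S as 100% / Reagent: Cy5/quencher beacon DNA duplex and ATP to start / Technique: Cy5 fluorescence / Replication: singlicate / Evaluation: % inhibition of end-to-start signal ratio versus controls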
PfM18AAP inh: PfM18AAP inhibitors, malaria aminopeptidase, primary screen, biochemical, QFRET, recombinant enzyme | M18 aspartyl aminopeptidase (Plasmodium falciparum 3D7) | H-Glu-NHMec fluorogenic cleavage | inhibition, % at 7.35 µM | 290,000 compounds, 1.2% hits | AID 1822, 2009;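 active means inhibition above the campaign mean inhibition over all tested compounds plus 3 SD, cut at about 28% in these data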;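 further: 0% = plate median of test compound wells and 100% = 2 mM ZnCl2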
UBC9 SUMO inh: inhibitors of in vitro SUMOylation cascade, primary screen, biochemical, HTRF, uHTS; AID 2006, 2009; 290,000 compounds, 0.36% hits; SUMO-conjugating enzyme UBC9 (Homo sapiens), P63279; inhibition, % at 35 µM; HTRF SUMOylation assay, SAE1/SAE2 + UBC9; in the data active means inhibition above about 50%, passing the limit was not always enough; further: strong numbers were not always called active
VIM-2 inhibitor: VIM-2 metallo-beta-lactamase inhibitors, primary screen, biochemical, epi-absorbance readout, Pseudomonas aeruginosa enzyme | inhibition, % at 5.6 µM | 290,000 compounds, 0.89% hits | purified VIM-2, nitrocefin hydrolysis, epi-absorbance fluorescence;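 active means inhibition above the mean of all tested compounds plus 3 SD, cutoff set per screening run, cut at about 7.5% in these data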;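 further: red hydrolysis product quenches plate fluorescence so inhibitors raise well fluorescence; 0% = enzyme with DMSO and 100% = DMSO without enzyme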
* hit, by the source's call; x = not tested or not shown.

entry	SMILES	FID counter	IDE cell activ	IDE cell inh	p-CIP stab down	IMP-1 inhibitor
1	Cc1nc(=O)c(-c2ccccc2)c(C)n1-c1ccccc1C(=O)O	2	5	-5	-7	-2.5
2	S=c1nc(NCc2ccc3c(c2)OCO3)c2ccccc2[nH]1	-8	1	x	0	-2.0
3	COc1ccccc1N1C(=O)CC(N2CCc3ccccc32)C1=O (stereo unspecified)	-6	5	-3	7	2.8
4	C=CCNC(=O)c1ccc2c3n(nc2c1)-c1ccc(C)cc1CO3	x	1	3	-3	x
5	O=C(O)CCn1c(=O)sc2ccccc21	2	9	11	-14	-3.5
6	N#CCc1c(C#N)c(N)nc(N2CCN(C=O)CC2)c1C#N	-3	4	9	3	-2.5
7	Cc1ccccc1C(=O)NC(=S)Nc1ccc(Oc2ccc(Cl)cc2)cc1	-1	6	-1	-4	-1.8
8	CC1=C(C(=O)OC2CCCC2)C(c2coc3ccccc3c2=O)C2=C(CCCC2=O)N1 (stereo unspecified)	-29	4	0	3	-1.4
9	Cc1cc(C)c(S(=O)(=O)Nc2ccc(O)cc2)cc1C	-3	4	0	-13	-2.0
10	O=S(=O)(c1cc(Cl)ccc1Cl)N1CCc2ccccc21	-6	-1	4	-16	-5.2

entry	HCV NS3 hel inh	PfM18AAP inh	UBC9 SUMO inh	VIM-2 inhibitor
1	10	0	11	-1.1
2	-9	12	-14	-2.2
3	6	-5	-12	3.5
4	x	x	18	x
5	4	5	4	-1.7
6	-4	-18	2	0.3
7	-1	5	12	-3.9
8	8	-3	8	-2.2
9	4	-5	14	-1.6
10	2	4	-26	-3.0

The list continues.
entry	SMILES	FID counter	IDE cell activ	IDE cell inh	p-CIP stab down	IMP-1 inhibitor
11	CC(C)Nc1nc2ccccc2c(=O)[nH]1	-3	3	3	-10	-1.5
12	O=C(Nc1ccc(F)cc1)c1cccnn1	1	0	1	-3	-0.2
13	O=C(CSc1nc2ccccc2c(=O)n1NC(=O)Cc1ccccc1)NCc1ccccc1	-10	2	1	1	-0.3
14	Nc1ccccc1SCC(=O)N1CCc2ccccc21	-8	4	-3	-13	-4.6
15	Cc1cccc(CS(=O)(=O)Cc2ccc(C(=O)NCCN3CCCCC3C)o2)c1 (stereo unspecified)	4	0	5	-3	-2.1
16	CCOC(=O)[C@H]1CCC[C@@H](NS(=O)(=O)c2ccc(NC(C)=O)cc2)C1	-9	3	7	-5	-5.9
17	O=C(O)c1nccnc1C(=O)Nc1ccc(S(=O)(=O)N2CCOCC2)cc1	2	1	-3	-3	-2.1
18	COC(=O)c1sccc1NC(=O)/C=C/c1ccc(Cl)cc1	4	-2	6	-6	-4.6
19	Cc1cc(C(=O)CSc2nnc(N)s2)c(C)n1CCc1ccc(Cl)cc1	-21	0	6	-3	0.5
20	CCN1CCN(c2cc(N3CCc4ccccc4C3)c(F)cc2[N+](=O)[O-])CC1	33	3	6	16	-2.5

entry	HCV NS3 hel inh	PfM18AAP inh	UBC9 SUMO inh	VIM-2 inhibitor
11	4	0	27	-2.2
12	5	-5	16	-1.6
13	-7	-3	-21	-1.4
14	1	-6	17	0.1
15	-9	5	-8	-3.0
16	5	4	-20	-1.1
17	-2	4	9	1.5
18	2	-8	12	-1.8
19	1	11	9	-2.1
20	-87	-12	-14	1.9

Additional results
entry	SMILES	FID counter	IDE cell activ	IDE cell inh	p-CIP stab down	IMP-1 inhibitor
21	COc1ccc(NC(=O)CN2CCC(C)CC2)cc1	0	3	-3	3	-4.9
22	O=C1c2ccccc2C(=O)N1CCCCN(C(=O)c1cccc([N+](=O)[O-])c1)c1ccc(Cl)cc1	-23	1	0	1	-1.6
23	CC1(C)NC(=O)N(CC(O)COc2ccccc2C(=O)Nc2ccccc2)C1=O (stereo unspecified)	-5	3	-2	-14	-1.0
24	COc1ccc(C(=O)NCCc2nnc(SCc3nc4ccccc4c(=O)[nH]3)n2C)cc1	-14	4	2	4	2.3
25	Cc1ccc(CCC(=O)Nc2nccs2)o1	0	1	3	-4	0.5
26	CCOC(=O)CSc1nc2cc(C(=O)N3CCC(C(N)=O)CC3)ccc2c(=O)n1-c1ccccc1	-44	-2	7	-15	-1.1
27	COc1ccc(S(=O)(=O)n2nc(OC(=O)c3ccc(C)cc3)cc2N)cc1	-6	-1	-2	2	-4.1
28	Cc1cc(NC(=O)COC(=O)c2ccc(NS(=O)(=O)c3ccc(C)c(C)c3)cc2)no1	-20	1	8	-5	-1.8
29	Cc1c(C(=O)NCCN(C)C)oc2ccc(S(=O)(=O)N3CCCC3)cc12	11	2	7	-12	-2.6
30	N#Cc1ccsc1NC(=O)CN1CCCCCC1	-4	3	9	-11	-1.9

entry	HCV NS3 hel inh	PfM18AAP inh	UBC9 SUMO inh	VIM-2 inhibitor
21	-1	-2	-16	1.6
22	-22	0	-11	-1.7
23	3	-7	22	0.9
24	-1	-6	10	-0.5
25	4	1	2	0.3
26	21	8	24	-2.0
27	5	0	12	-1.5
28	4	-1	-13	-2.6
29	-13	3	5	-2.4
30	-1	13	4	-3.1

(continued)
entry	SMILES	FID counter	IDE cell activ	IDE cell inh	p-CIP stab down	IMP-1 inhibitor
31	Cc1nc2ccc(Br)cn2c1NC(C)(C)C	-3	6	-2	-8	-3.6
32	CCOc1ccc(NC(=O)c2cccc3ccccc23)cc1	-8	8	2	-1	-1.1
33	Cc1ccc(CNC(=O)COC(=O)CCC(=O)c2cccs2)cc1	-7	0	-4	14	-0.5
34	CC1(C)Cc2c(c(N3CCOCC3)nc3sc(C(=O)Nc4ccc(Cl)cc4)c(N)c23)CO1	-21	-1	11	-1	-2.3
35	Cc1nn(-c2ccccc2)c(N2CCCC2)c1/C=C1\N=C(c2ccc(F)cc2)OC1=O	-5	-2	0	-6	-1.6
36	O=C(Nc1nccs1)c1c(O)c2c([nH]c1=O)CCCC2	-4	0	-1	-3	-0.4
37	COc1ccc([C@@H]2C=C(C(=O)O)O[C@H](OCCCCO)C2)cc1	x	-2	-4	-4	x
38	O=C1c2ccccc2N(Cc2ccc(Cl)cc2)C2=NCCN12	1	6	-2	2	-1.3
39	CCN(CC)C(=O)c1cccc2c1C(=O)c1ccccc1-2	-5	1	1	-10	-2.3
40	O=C(Nc1nc(-c2ccc(S(=O)(=O)N3CCCC3)cc2)cs1)c1ccco1	-11	4	4	-13	0.2

entry	HCV NS3 hel inh	PfM18AAP inh	UBC9 SUMO inh	VIM-2 inhibitor
31	-1	14	0	-1.7
32	-6	-6	10	-0.9
33	-16	1	16	0.9
34	-2	40*	8	-2.3
35	-4	-3	-2	-3.2
36	16	0	-1	-1.9
37	x	x	9	x
38	-2	-11	-3	-0.3
39	-5	4	7	-3.2
40	-4	6	-10	-1.6

Other records:
entry	SMILES	FID counter	IDE cell activ	IDE cell inh	p-CIP stab down	IMP-1 inhibitor
41	O=c1[nH]cc(COCc2ccccc2)c(=O)[nH]1	0	-6	1	2	-4.0
42	CC(C)Oc1ccc(/C=C(/NC(=O)c2ccccc2)C(=O)NCCC(=O)O)cc1	-34	5	-2	-2	-1.3
43	N#CCSC1=Nc2ccccc2C2=NC(CCC(=O)N3CCN(c4ccccc4)CC3)C(=O)N12 (stereo unspecified)	-24	2	0	-2	-3.4
44	CC(C)(C)S(=O)(=O)c1nc2ccccc2s1	-2	-5	1	0	-0.1
45	Cc1ccc(-c2cnc(SCC(=O)N3CCCc4ccccc43)n2C)cc1	-23	5	-2	1	-2.6
46	O=C(COC(=O)c1cccc(S(=O)(=O)N2CCc3ccccc32)c1)Nc1ncc(C(F)(F)F)cc1Cl	-2	7	2	9	0.3
47	COc1ccc(CNc2c(CO)cnc3c2cnn3C)cc1	-8	5	7	-8	-1.5
48	CCc1cccc(N(C(=O)c2csnn2)C(C(=O)NC(C)(C)C)c2ccncc2)c1 (stereo unspecified)	-13	2	4	-4	-2.7
49	CCOC(=O)C1C(=O)CC(C)(O)C(C(=O)OCC)C1c1cc(Br)ccc1OC (stereo unspecified)	-34	5	2	-13	-2.6
50	Cc1ccc(C(=O)Nc2ccc(S(=O)(=O)N3CCOCC3)cc2)cc1	-5	10	4	-4	-3.5

entry	HCV NS3 hel inh	PfM18AAP inh	UBC9 SUMO inh	VIM-2 inhibitor
41	3	-2	15	-1.5
42	5	-14	7	-0.7
43	1	-1	-22	1.2
44	1	-13	-7	0.9
45	-8	-10	16	0.3
46	5	-4	3	0.9
47	6	1	18	-1.7
48	-8	3	-14	-4.2
49	3	0	26	-1.3
50	24	-10	3	2.6

Next structures follow.
entry	SMILES	FID counter	IDE cell activ	IDE cell inh	p-CIP stab down	IMP-1 inhibitor
51	COCC(=O)N(c1ccc(C(C)C)cc1)C1C=CS(=O)(=O)C1 (stereo unspecified)	-2	5	-1	2	-4.3
52	O=C(CCC(=O)n1ncc2ccccc21)NCc1ccc(F)cc1	-4	2	4	-7	-4.9
53	O=C(CCSCc1ccccc1F)NCc1cccnc1	-3	4	-6	6	-2.9
54	CCCCNC(=O)c1ccc(N2CCOCC2)c(NS(=O)(=O)c2ccc(OC)cc2)c1	-32	1	-2	1	-3.9
55	COc1ccc(N(CC(=O)N2CCN(c3cccc(C)c3)C(C)C2)S(=O)(=O)c2c(C)n[nH]c2C)cc1 (stereo unspecified)	-50	-1	1	-6	-1.9
56	COc1ccccc1N1C(=O)CC1(C#N)c1ccc(OCc2ccccc2)cc1 (stereo unspecified)	-17	2	1	1	-3.9
57	C[C@H](NC(=O)c1nc[nH]c1C(=O)NC(c1ccccc1)c1ccccc1)C(=O)OCc1ccccc1	x	9	0	-12	x

entry	HCV NS3 hel inh	PfM18AAP inh	UBC9 SUMO inh	VIM-2 inhibitor
51	-3	-3	-6	-2.7
52	10	4	0	-3.5
53	7	1	9	-1.9
54	4	9	13	-3.1
55	-19	-1	-12	-1.7
56	-7	-3	-14	-2.2
57	x	x	-22	x

Ordered by count of non-hydrogen atoms (ascending): some entries from above
entry	SMILES	FID counter	IDE cell activ	IDE cell inh	p-CIP stab down	IMP-1 inhibitor
53	O=C(CCSCc1ccccc1F)NCc1cccnc1	-3	4	-6	6	-2.9
51	COCC(=O)N(c1ccc(C(C)C)cc1)C1C=CS(=O)(=O)C1 (stereo unspecified)	-2	5	-1	2	-4.3
52	O=C(CCC(=O)n1ncc2ccccc21)NCc1ccc(F)cc1	-4	2	4	-7	-4.9

entry	HCV NS3 hel inh	PfM18AAP inh	UBC9 SUMO inh	VIM-2 inhibitor
53	7	1	9	-1.9
51	-3	-3	-6	-2.7
52	10	4	0	-3.5
